Screening data: PubChem, several laboratories
BCLXL inh = Bcl-xL (human) inhibition; inhibition, % at 10.9 µM; GST-Bcl-xL / FITC-Bim BH3 peptide fluorescence polarization; 320,000 compounds, 0.7% hits; Q07817;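 active = inhibition above the mean of all tested compounds plus 3 SD, cutoff set per campaign, cut at about 30% in these data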;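 also: 0% = DMSO wells and 100% = unlabeled Bim-BH3 peptide competitor; inhibitors lower millipolarization by displacing the labeled peptide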
PME-1 primary = blocks human protein phosphatase methylesterase 1 | Q9Y570 | recombinant PME-1, FP-Rh probe fluorescence polarization | inhibition, % at 5.9 µM | 320,000 compounds, 0.53% hits | AID 2130;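 active = inhibition above the campaign mean of all compounds plus 3 SD, cut at about 26% in these data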;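 also: competitive labeling of PME-1 active site by serine hydrolase directed probe; 0% = PME-1 with DMSO and 100% = wells lacking PME-1 enzyme; inhibitors block probe labeling so polarization falls and inhibition rises; many of its hits are not listed in these tables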
MEX-5 binding = C. elegans MEX-5 TCR-2 RNA binding activity. 300,000 compounds, 0.38% hits. Q9XUB2. activity score (negative = inhibition of binding), % at 10 µM. MEX-5/FITC-TCR2 RNA binding, fluorescence polarization; stronger effect = lower value;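 active = inhibition past about -25% in most replicates, and total fluorescence under double the plate's negative control median, limit read from the data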;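 also: 0% = DMSO and -100% = 5 µM competing unlabeled TCR2 RNA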
Target sequence (Q9XUB2 whole entry, looked up): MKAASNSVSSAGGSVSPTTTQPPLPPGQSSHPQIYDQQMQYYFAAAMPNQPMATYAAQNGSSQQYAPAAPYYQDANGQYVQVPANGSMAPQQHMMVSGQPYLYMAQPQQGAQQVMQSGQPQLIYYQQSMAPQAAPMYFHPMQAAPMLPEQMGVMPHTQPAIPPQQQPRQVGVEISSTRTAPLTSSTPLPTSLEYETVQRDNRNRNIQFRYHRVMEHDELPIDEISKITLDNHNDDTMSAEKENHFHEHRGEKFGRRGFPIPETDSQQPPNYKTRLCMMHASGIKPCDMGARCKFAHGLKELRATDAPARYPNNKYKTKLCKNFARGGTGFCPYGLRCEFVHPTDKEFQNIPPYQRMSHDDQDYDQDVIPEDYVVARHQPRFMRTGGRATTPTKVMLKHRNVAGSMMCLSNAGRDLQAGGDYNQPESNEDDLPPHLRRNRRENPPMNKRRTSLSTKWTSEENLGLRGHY
Fam108B counter = Fam108B inhibition, counter-screen for RBBP9 inhibitors | 300,000 compounds, 0.33% hits | inhibition, % at 9.51 µM | recombinant Fam108B, FP-Rh probe fluorescence polarization;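 active = inhibition above the screen mean inhibition plus 3 SD, computed separately per campaign, cut at about 18% in these data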;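 also: inhibitors lower polarization as less probe binds the enzyme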
MCL1 BIM primary = disrupts human MCL1 binding to BIM-BH3 peptide. GST-MCL1 / FITC-Bim-BH3 fluorescence polarization. inhibition, % at 10.9 µM. 320,000 compounds, 0.68% hits;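 active = inhibition above the mean inhibition of all tested compounds plus 3 SD, set per campaign, cut at about 40% in these data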;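 also: 0% = DMSO wells and 100% = unlabeled Bim-BH3 peptide control; higher means more loss of mP so more displacement of Bim peptide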
PAFAH1B2 inh = blocks human PAF acetylhydrolase 1b catalytic subunit 2. inhibition, % at 3.39 µM. 340,000 compounds, 1.2% hits. P68402. recombinant PAFAH1B2, FP-rhodamine activity probe, fluorescence polarization. AID 492953;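 active = inhibition above the mean of all tested compounds plus 3 SD, cut at about 24% in these data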;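 also: 0% = enzyme with DMSO and 100% = wells lacking PAFAH1B2; many of its hits are not listed in these tables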
GLD-1 TGE inh = GLD-1-TGE RNA interaction inhibition (C. elegans) | 320,000 compounds, 0.44% hits | purified GLD-1 + fluorescein TGE RNA, fluorescence polarization | inhibition, % at 5.96 µM | AID 2280 | Q17339;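 active = percent inhibition above a per-plate cutoff, the plate mean of test compounds plus 3 SD, cut at about 30% in these data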;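 also: 0% = DMSO wells with GLD-1 and probe and 100% = wells lacking GLD-1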
Target sequence (Q17339 whole entry, looked up): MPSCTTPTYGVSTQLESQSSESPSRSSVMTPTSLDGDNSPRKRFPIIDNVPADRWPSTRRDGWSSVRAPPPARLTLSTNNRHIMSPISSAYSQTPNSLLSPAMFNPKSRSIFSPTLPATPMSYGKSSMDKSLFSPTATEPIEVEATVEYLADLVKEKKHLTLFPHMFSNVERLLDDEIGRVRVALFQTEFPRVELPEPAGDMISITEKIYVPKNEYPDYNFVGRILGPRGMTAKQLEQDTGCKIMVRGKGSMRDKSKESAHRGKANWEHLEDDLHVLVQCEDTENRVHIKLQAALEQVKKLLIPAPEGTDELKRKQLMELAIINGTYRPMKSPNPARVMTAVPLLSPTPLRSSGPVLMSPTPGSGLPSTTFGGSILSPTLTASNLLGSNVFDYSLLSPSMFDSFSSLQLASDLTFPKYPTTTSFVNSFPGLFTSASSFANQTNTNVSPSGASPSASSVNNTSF
AHR activator = activates the human aryl hydrocarbon receptor; AID 2796; P35869; activation, % at 5 µM; 320,000 compounds, 2.5% hits; AHR-responsive luciferase reporter cells, luminescence; in the data active = activation above about 47%;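 also: 0% = vehicle wells and 100% = reference agonist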
pPAFAH FP inh = inhibitors of human plasma PAF acetylhydrolase (pPAFAH); Q13093; recombinant pPAFAH, FP-rhodamine probe fluorescence polarization; inhibition, % at 3.39 µM; 330,000 compounds, 1.5% hits; AID 463082;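 active = inhibition above the mean inhibition across the screen plus 3 SD, cut at about 25% in these data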;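 also: inhibitors block binding of the rhodamine activity-based probe so polarization drops; 0% = enzyme with DMSO and 100% = wells lacking pPAFAH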
The depositor's hits bear a star; · = not tested or not shown.

SMILES | BCLXL inh | PME-1 primary | MEX-5 binding | Fam108B counter | MCL1 BIM primary | PAFAH1B2 inh | GLD-1 TGE inh | AHR activator | pPAFAH FP inh
CC[C@@]12C(=O)N(c3ccc(C)cc3)C(=O)N1[C@H](c1cccc(C)c1)[C@@H]1C(=O)N(Cc3ccccc3)C(=O)[C@@H]12 | -1 | 2 | 2.0 | 1 | -4 | 7 | 10 | 4 | -1
CCOc1ccc(S(=O)(=O)NCCC(=O)N2CCC(Cc3ccccc3)CC2)cc1 | -1 | -3 | -1.9 | 4 | -2 | 2 | 4 | 0 | 7
COc1cc(C(Nc2ccccn2)c2ccc3ccc(C)nc3c2O)cc(OC)c1O (configuration not stated) | 18 | -2 | 1.1 | 1 | 38 | 6 | 11 | -2 | -1
CCN(CC)CCN1C(=O)C(=O)/C(=C(/O)c2ccc(C)cc2)C1c1cccnc1 (configuration not stated) | 7 | 4 | · | 5 | 4 | 3 | 3 | 1 | 4
CC1CCN(C(=O)c2cccc(NC(=O)c3cccs3)c2)CC1 | 2 | -2 | 2.7 | -1 | 3 | -3 | 3 | 8 | -12
CC1CCc2c(nc3ncnn3c2N2CCN(c3ccccc3F)CC2)C1 (configuration not stated) | 6 | -2 | -3.3 | -1 | 12 | 2 | 11 | -4 | -1
Fc1ccc(Cn2nnnc2CN2CCN(C3CCCCC3)CC2)cc1 | -1 | -4 | -2.4 | 2 | 4 | -2 | 2 | 2 | 4
CSc1cccc(NC(=O)CCNC(=O)c2ccco2)c1 | 0 | -1 | -0.6 | 2 | 6 | 3 | -1 | 3 | 0
CCN(C[C@H]1N[C@@](CC)(C(=O)OC)[C@H]2C(=O)N(Cc3ccccc3)C(=O)[C@@H]12)S(=O)(=O)c1ccc(C)cc1 | · | · | · | · | · | 6 | -1 | -1 | -1
CCNC(=O)c1ccccc1-c1nc(-c2ccccc2OC)no1 | 6 | -3 | -2.2 | -2 | 5 | 2 | 6 | 34 | 2
O=C(N/C(=C/c1ccc(Br)cc1)c1nc2ccccc2[nH]1)c1ccco1 | 3 | -4 | 1.6 | 0 | 5 | -3 | -3 | 67* | 5
CCN(CC)S(=O)(=O)c1ccc(OC)c(NC(=O)OCc2ccccc2)c1 | 1 | 10 | 2.4 | 5 | 7 | 4 | -1 | 0 | 14
CCCCCCn1c(N2CCCC2)nc2c1c(=O)[nH]c(=O)n2C | 2 | 4 | -0.8 | -1 | 1 | 3 | 3 | 12 | 6
Nc1nc(-c2cccc(NS(=O)(=O)c3ccccc3)c2)cs1 | 1 | 3 | 2.1 | 2 | 3 | 2 | 0 | 2 | 10
CCc1nnc(NCC(=O)N2CCc3ccccc32)s1 | 7 | -2 | 0.8 | 0 | 4 | -4 | -4 | 10 | -1
CC1CCCCC1NC(=O)Cn1ncc2ccccc21 (configuration not stated) | 3 | 2 | 0.8 | 1 | 2 | 1 | -2 | 2 | 0
Cc1ccccc1S(=O)(=O)N(CC(O)CN1CCCCC1)c1ccccc1 (configuration not stated) | -1 | -3 | -0.9 | 1 | 8 | 7 | 1 | 2 | -2
COc1ccccc1NC(=S)NCCc1ccc(S(N)(=O)=O)cc1 | 5 | -1 | -0.8 | -1 | -5 | 4 | 3 | 1 | 3
COc1ccccc1C(=O)Nc1ccccc1N1CCN(C(=O)c2ccc(Cl)cc2)CC1 | 2 | -2 | -1.4 | -3 | 0 | -5 | -2 | 1 | -3
O=C(Nc1cc(C(F)(F)F)ccc1Cl)C(Sc1n[nH]c(=O)[nH]c1=O)c1ccccc1 (configuration not stated) | 3 | -10 | -2.2 | -11 | 0 | 5 | 5 | 1 | 6
Cc1ccnc2nc(C(=O)Nc3nc4ccccc4s3)nn12 | -2 | -5 | -1.0 | -9 | 0 | 4 | 2 | 26 | -5
COc1cc(C2CC(=O)Oc3c2c(=O)n(C)c2ccccc32)cc(OC)c1OC (configuration not stated) | 1 | -3 | -0.9 | 2 | -1 | 10 | -3 | 0 | 1
O=C(CC(C(=O)N1CCc2ccccc21)n1ccnc1)N1CCc2ccccc2C1 (configuration not stated) | 15 | -1 | -16 | 3 | 19 | 4 | 8 | 21 | -2
CC(=O)c1ccc(S(=O)(=O)N2CCC(c3nnc(SCCN4CCCC4)n3C)CC2)cc1 | 1 | 3 | 3.9 | 3 | 2 | -1 | 2 | -5 | 2
O=C(Nc1cccc(C(F)(F)F)c1)Nc1ccon1 | 0 | 3 | 1.1 | -2 | -5 | -9 | -5 | 35 | -3
O=C(NCCCC1CCCC1)C1CCC(=O)N(Cc2ccccc2F)C1 (configuration not stated) | 4 | 9 | 1.5 | 4 | 1 | 5 | 10 | 3 | 0
CN(C)/C=N/c1nc(-c2ccc3c(c2)OCO3)cs1 | 2 | 1 | 1.1 | 7 | 4 | 3 | 4 | 81* | 4
Cc1ccc(C2=NN(CC(=O)NCCN(CC(C)C)CC(C)C)C(=O)CC2)cc1 | 5 | -1 | -2.0 | -2 | 4 | 4 | -6 | 10 | 4
NS(=O)(=O)c1cc(C(=O)OCC(=O)c2ccc3c(c2)OCCO3)ccc1Cl | 4 | -1 | -1.4 | -2 | 0 | -5 | 0 | -2 | 9
O=C(NCc1ccccn1)c1ccc(OC2CCN(Cc3ccc(CO)o3)CC2)cc1 | 2 | 6 | 1.8 | 5 | 6 | 0 | 2 | 12 | 4
CC(=O)c1c(C)[nH]c(C(=O)NCCN2CCC(C)CC2)c1C | 6 | 4 | 2.4 | 0 | 2 | -1 | -5 | 1 | -4
Cc1ccc(S(=O)(=O)N(C)C)cc1NC(=O)COC(=O)C1CCCC1 | -1 | 5 | 4.9 | 2 | 7 | 0 | -3 | 0 | 7
CCc1ccc(OCc2ccc(C(=O)NCc3ccccn3)o2)cc1 | 5 | 3 | 1.6 | 0 | 14 | -3 | 0 | 22 | 1
CC(C)CC(C(=O)NC(C)(C)C)N(Cc1cccs1)C(=O)c1snc(C(N)=O)c1N (configuration not stated) | 5 | -4 | -0.3 | -4 | 7 | 2 | -2 | 2 | 1
C=CCn1c(SCC)nc2sc3c(c2c1=O)CCc1ccccc1-3 | 2 | -4 | -1.1 | -2 | 0 | 3 | 7 | 18 | 1
O=C(Nc1ccccn1)c1csc2c1CCCC2 | 3 | -3 | -0.2 | 1 | 7 | 0 | -6 | 29 | -1
Cc1cc(NC(=O)c2c(-c3c(F)cccc3Cl)noc2C)no1 | 5 | 0 | 0.7 | 0 | 5 | -2 | 5 | -1 | -6
COc1ccc(O)c(/C=N/NC(=O)c2c(C)nnn2-c2nonc2N)c1 | 2 | -5 | -2.0 | 0 | 3 | 2 | -2 | -4 | 5
CC(NC(=O)/C(=C/c1cccc([N+](=O)[O-])c1)NC(=O)c1ccco1)C(=O)O (configuration not stated) | 0 | 2 | -0.5 | 3 | -21 | -5 | -20 | -1 | 9
CCCn1c(N)c(N(CCOC)C(=O)c2ccc(F)cc2F)c(=O)[nH]c1=O | 2 | -1 | 1.3 | 1 | -12 | 0 | 9 | -1 | 0
COc1cc(C(=O)OCC(=O)N2CCCCC2C)ccc1OCc1c(C)noc1C (configuration not stated) | 1 | -8 | 0.2 | 2 | 4 | 2 | 3 | 2 | 5
Cc1ccc(NC(=O)c2ccc(S(=O)(=O)N3CCCCCC3)cc2)nc1 | -2 | 0 | -1.7 | 0 | -9 | 0 | -1 | 4 | -4
Cc1ccc(C(=O)N/C(=C/c2cccs2)C(=O)NCCCn2ccnc2)cc1 | 3 | 0 | 2.1 | 0 | -1 | 6 | 3 | -1 | 5
Cc1ccc(NC(=O)CCCn2c(=S)[nH]c3ccsc3c2=O)cc1C | 1 | -1 | -2.1 | 2 | -2 | 8 | 4 | 6 | -1
C/C=C/C(O)c1ccc2ccccc2c1 (configuration not stated) | 0 | 2 | -1.1 | -1 | -1 | · | -5 | 4 | 0
Fc1ccc(/C=N\Nc2cccc(F)c2)cc1 | 2 | 2 | 0.5 | -2 | -6 | 4 | 6 | 1 | 0
Cc1ccc(CNC(=O)C2CCCN2C(=O)Nc2cccc(Cl)c2)cc1 (configuration not stated) | 5 | -3 | 3.4 | 0 | 10 | 8 | 4 | -3 | 0
COc1ccc(NC(=O)Nc2ccccc2F)c(C)c1 | 3 | 4 | 0.3 | 3 | 5 | 6 | 6 | 7 | 3
O=C(NC(=S)NCCCN1CCOCC1)c1cccc2ccccc12 | 1 | 1 | -0.9 | 8 | 1 | 5 | -4 | 6 | 7
COc1ccc(N2CCN(C(=S)Nc3cccc(OC)c3)CC2)cc1 | 6 | -5 | 3.0 | 7 | 9 | -1 | -5 | -2 | 1
O=C(CN1CCC(NC(=O)Cc2ccccc2)CC1)Nc1ccccc1Br | 4 | -4 | -0.3 | 1 | -2 | 4 | -3 | -3 | 0
CC1(C)COC(Cn2c3ccccc3c3ccccc32)O1 (configuration not stated) | 10 | -5 | 1.6 | 3 | 9 | 3 | 1 | -1 | -1
O=C(CSc1ncn(-c2ccccc2)n1)N1CCc2ccccc21 | 4 | 5 | · | 0 | -5 | 2 | -3 | 17 | 1
O=C(c1ccccc1)N1CCC(O)(c2ccc3c(c2)OCO3)CC1 | 2 | 0 | 0.1 | -2 | 8 | 0 | 10 | 1 | -2
O=C(NC(=O)c1ccccc1)OCCN1C(=O)c2ccccc2C1=O | 4 | 4 | -3.4 | 1 | 5 | 1 | 3 | 1 | 2
O=[N+]([O-])c1ccc(Nc2ccc(Cl)cc2)nc1 | 7 | 5 | 1.2 | 0 | 3 | · | -3 | -6 | 4
COc1ccc2c3c(cccc13)N(C)N=C2C | 97* | 7 | -9.4 | 3 | 87* | 13 | 42* | 19 | 23
Cc1ccc(NC(=O)c2sccc2-n2cccc2)c(Cl)c1 | 1 | 0 | 0.7 | -6 | 3 | -3 | 5 | 36 | 1
COc1cccc(-c2nnn(CCC(=O)O)n2)c1 | 1 | -2 | 1.8 | 0 | 3 | 5 | 3 | 0 | 0
O=C(Oc1cccc2cccnc12)c1cccs1 | 1 | 5 | 0.2 | 2 | 10 | 7 | -2 | 1 | 5

3 records drawn at random from those above:
SMILES | BCLXL inh | PME-1 primary | MEX-5 binding | Fam108B counter | MCL1 BIM primary | PAFAH1B2 inh | GLD-1 TGE inh | AHR activator | pPAFAH FP inh
C/C=C/C(O)c1ccc2ccccc2c1 (configuration not stated) | 0 | 2 | -1.1 | -1 | -1 | · | -5 | 4 | 0
CC1(C)COC(Cn2c3ccccc3c3ccccc32)O1 (configuration not stated) | 10 | -5 | 1.6 | 3 | 9 | 3 | 1 | -1 | -1
Cc1ccc(CNC(=O)C2CCCN2C(=O)Nc2cccc(Cl)c2)cc1 (configuration not stated) | 5 | -3 | 3.4 | 0 | 10 | 8 | 4 | -3 | 0

Later entries.
SMILES | BCLXL inh | PME-1 primary | MEX-5 binding | Fam108B counter | MCL1 BIM primary | PAFAH1B2 inh | GLD-1 TGE inh | AHR activator | pPAFAH FP inh
Cc1noc(C)c1CSCC(=O)Nc1cc(C(F)(F)F)ccc1N1CCOCC1 | 1 | 1 | · | · | 4 | 3 | -3 | 1 | -4
O=C(CSc1nnc(COc2ccc(Cl)cc2)o1)N1CCN(c2ccccc2)CC1 | 1 | -2 | 1.2 | 1 | -5 | 1 | 2 | 1 | -2
O=C(NCc1ccc2c(c1)OCO2)c1ccc(CSCc2ccc(Cl)cc2)o1 | 1 | 2 | 0.0 | -4 | 8 | 26* | 6 | 2 | 18
CCn1c2ccccc2c2cc(NC(=O)CSc3nnc(-c4ccccc4)o3)ccc21 | 0 | 10 | 0.9 | 11 | 1 | 3 | -1 | 44 | 1

An excerpt, so the mix of outcomes need not match the whole.
